Assay outcomes deposited in PubChem BioAssay by several laboratories.
ANO1 activ – activators or potentiators of mouse TMEM16A chloride channel; Q8BHY3; HEK293 TMEM16A/YFP-H148Q/I152L, iodide quench fluorescence; active compounds read low; B-score at 10 µM; 0.3% of 340,000 active;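 active = fluorescence-ratio B-score plate-corrected deviation score at least 3 library SD below zero, with starting fluorescence score within 5 deviations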;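 also: channel opened by trigger with iodide after compound preincubation; score built on the fluorescence ratio of max minus min over baseline; more negative score means more quench and so TMEM16A activation or potentiation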
KCNQ1 block – human KCNQ1 channel inhibition; CHO-K1 KCNQ1, FluxOR thallium flux fluorescence; active compounds read high; B-score at 10 µM; 1.3% of 310,000 active;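 active = compounds whose thallium flux B-score, printed positive for inhibition, exceeds three library SD while starting fluorescence stays within three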;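 also: channel opened by potassium depolarization with thallium stimulus after 20 min compound exposure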
ANO1 block – mouse TMEM16A channel inhibition, primary screen | HEK293 TMEM16A/YFP iodide influx fluorescence, ionomycin | normalized B-score (activity score, 25-100; higher = stronger inhibition) at 10 µM | 1.2% of 310,000 active | AID 588511;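 active = ratio plate-corrected score three or more library SD toward inhibition, starting fluorescence score within five deviations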;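 also: score derived from kinetic fluorescence span divided by baseline fluorescence per well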
KCNK3 block – human KCNK3 channel inhibition, primary screen | O14649 | CHO-KCNK3 thallium flux, FluxOR fluorescence; active compounds read low | B-score at 10 µM | 0.84% of 340,000 active;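 active = B-score under library mean minus 4 SD, starting fluorescence ratio at most library mean plus 5 SD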;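 also: more negative B-score means stronger inhibition of thallium flux through KCNK3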
Target sequence (O14649 whole entry, looked up): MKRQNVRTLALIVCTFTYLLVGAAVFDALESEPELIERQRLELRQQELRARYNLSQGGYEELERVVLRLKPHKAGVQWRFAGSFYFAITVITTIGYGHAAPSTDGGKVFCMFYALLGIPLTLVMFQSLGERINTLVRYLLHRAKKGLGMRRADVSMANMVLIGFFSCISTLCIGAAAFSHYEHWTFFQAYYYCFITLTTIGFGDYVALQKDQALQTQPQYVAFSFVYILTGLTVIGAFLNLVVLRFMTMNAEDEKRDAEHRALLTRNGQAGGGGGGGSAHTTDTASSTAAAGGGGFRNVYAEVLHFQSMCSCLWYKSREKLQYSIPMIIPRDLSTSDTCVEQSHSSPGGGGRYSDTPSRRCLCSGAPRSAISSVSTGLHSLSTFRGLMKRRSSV
RGS4 block – human RGS4 inhibition | HEK293 M3R/RGS4 inducible, Fluo-4 calcium flux; active compounds read high; triggered by carbachol at its EC20 | 0.45% of 310,000 active | B-score at 10 µM;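 active = B-score, a plate-corrected calcium signal, over three deviations above library mean, with baseline fluorescence within five deviations of library mean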;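 also: RGS4 expression induced by doxycycline in cells with stable M3 receptor; B-score is computed from the integrated fluorescence ratio over baseline after carbachol; higher B-score means a larger calcium signal and so more RGS4 inhibition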
Target sequence (P49798 whole entry, looked up): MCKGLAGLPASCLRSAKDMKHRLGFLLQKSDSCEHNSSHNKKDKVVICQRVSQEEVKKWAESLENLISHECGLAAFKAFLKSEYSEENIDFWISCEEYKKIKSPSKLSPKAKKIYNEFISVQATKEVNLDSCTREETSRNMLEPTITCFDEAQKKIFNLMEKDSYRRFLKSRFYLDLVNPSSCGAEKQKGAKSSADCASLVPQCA
hERG rescue – shields human hERG channel from block by proarrhythmic agents; Q12809; CHO-hERG, FluxOR thallium flux, dofetilide IC70 present; activation (rescue from dofetilide block), less the hit threshold, % at 10 µM; 0.51% of 310,000 active;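 active = activation above the mean of controls blocked by dofetilide plus 5 SD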;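 also: thallium influx through hERG after potassium depolarization seen as dye fluorescence rise; in these data hits start at about 4.7%; inactives centre near -7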
RGS4 act – potentiators or activators of RGS4. HEK293 M3R/inducible RGS4, carbachol calcium flux Fluo4; active compounds read low. 0.92% of 310,000 active. B-score at 10 µM;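 active = B-score of the integrated calcium signal more than 4 SD below the library mean, with starting fluorescence not abnormally high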;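 also: negative B-score means reduced calcium response which marks RGS4 activation or potentiation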
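Assay system: Inducible-RGS4 HEK293 cells carrying M3 receptor | Schedule: Compound preincubation 20 min at room temperature before agonist | Signal: Kinetic calcium fluorescence imaging with Fluo4-AM dye, 2 µM | Read-out basis: B score from integrated fluorescence ratio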
KCNQ1 act – potentiators or activators of human KCNQ1 potassium channel; 0.35% of 310,000 active; B-score at 10 µM; P51787; CHO-K1 KCNQ1, thallium flux FluxOR fluorescence; active compounds read high;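 active = fluorescence ratio B-score, a plate-corrected score, at least three library SD, with initial intensity B-score within 5 SD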
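assay system = CHO-K1 cells stably expressing KCNQ1 | medium = assay buffer, equal DMSO in all wells | timing = 37 °C overnight plating, 90-min dark dye load, 20-min compound pretreatment | measured by = kinetic FluxOR thallium fluorescence, 10-s 1-Hz baseline, 110-s post-stimulus read | measure = fluorescence change relative to baseline, converted to B score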
SKKanGAS inh – inhibitors of SKKanGAS S. pyogenes growth in kanamycin (SK-promoter or general growth effect) | BacTiter-Glo, 6 h | inhibition, % at 7.5 µM | 1.3% of 300,000 active;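 active = mean replicate score, as percent of positive control median, at least 50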;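 also: strain carries kanamycin resistance gene driven by streptokinase promoter and grows in 40 µg/ml kanamycin; loss of luminescence reflects streptokinase promoter inhibition or plain growth inhibition; 0% = median of DMSO wells and 100% = positive control at its reference dose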
KCNK9 block – human KCNK9 channel inhibition. HEK293 KCNK9, FluxOR thallium flux fluorescence; active compounds read low. B-score at 10 µM. 1.2% of 310,000 active;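 active = ratio B-score over 3 SD below the library mean, with starting fluorescence within 5 SD of its mean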;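 also: negative B-score means less thallium flux so channel inhibition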
HDAC3 inhib – human HDAC3 inhibition; O15379; recombinant HDAC3, fluorogenic peptide/trypsin coupled, fluorescence; inhibition, % at 8.3 µM; 0.15% of 320,000 active; AID 2718; in the data active = inhibition above about 26%, passing the limit was not always enough
Target sequence (O15379 whole entry, looked up): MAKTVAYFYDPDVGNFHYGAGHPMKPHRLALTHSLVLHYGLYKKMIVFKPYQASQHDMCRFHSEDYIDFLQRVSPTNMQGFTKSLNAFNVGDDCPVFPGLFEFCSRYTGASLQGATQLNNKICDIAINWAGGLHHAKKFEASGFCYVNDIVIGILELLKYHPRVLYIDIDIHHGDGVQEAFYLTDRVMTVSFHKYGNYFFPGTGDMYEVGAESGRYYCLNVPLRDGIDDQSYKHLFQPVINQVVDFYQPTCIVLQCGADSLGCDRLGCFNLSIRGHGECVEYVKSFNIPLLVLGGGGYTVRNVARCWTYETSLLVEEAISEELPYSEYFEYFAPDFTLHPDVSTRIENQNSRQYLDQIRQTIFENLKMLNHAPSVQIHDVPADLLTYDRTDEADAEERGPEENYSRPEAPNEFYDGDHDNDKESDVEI
* hit, by the source's call; i = inactive; · = not tested or not shown.

SMILES | hERG rescue | ANO1 activ | KCNK9 block | RGS4 act | ANO1 block | HDAC3 inhib | KCNK3 block | SKKanGAS inh | KCNQ1 block | KCNQ1 act | RGS4 block
COc1ccc(S(=O)Cc2ccc(C(=O)N3CCN(c4cccc(C)c4C)CC3)o2)cc1 (stereo not given) | -22.3 | i | i | i | i | -2.1 | i | 2.2 | i | i | i
Cn1c(=O)c2c(ncn2CC(=O)N/N=C/C=C/c2ccccc2)n(C)c1=O | 0.1 | i | i | i | i | 8.7 | i | 1.2 | i | i | i
CC1CCCC(C)N1S(=O)(=O)c1ccc(Cl)cc1 (stereo not given) | -1.0 | i | i | i | i | -1.3 | i | 15.5 | i | i | i
COC(=O)c1cc(OC)c(OC)cc1NC(=O)CN1CCCCC1 | -12.4 | i | i | i | i | 1.0 | i | 0.0 | i | i | i
COc1ccc(Cl)cc1NC(=O)CSc1nncn1-c1cccnc1 | -9.0 | i | i | i | i | 0.4 | i | 2.4 | i | i | i
O=[N+]([O-])c1cccc(-c2c[n+]3c(n2-c2ccccc2)SCC3)c1 | -6.3 | i | i | i | i | -0.5 | i | · | i | i | i
Cc1nc2ccccc2n2c(-c3ccccc3)c3c(=O)n(C)c(=O)n(C)c3c12 | -9.8 | i | i | i | i | 1.7 | i | 0.2 | i | i | i
Cc1ccc(C)c(C(=O)c2c(C)nc3sccn23)c1 | -5.6 | i | i | i | i | 5.9 | i | · | i | i | i
O=C(Cc1ccc(F)cc1)N(c1ccc(F)cc1)C1C=CS(=O)(=O)C1 (stereo not given) | -2.3 | i | i | i | i | 7.8 | i | -2.7 | i | i | i
CCOC(=O)Cn1ccc(O)c(Cc2ccc(Cl)cc2Cl)c1=O | -7.9 | i | i | i | i | 2.8 | i | -1.5 | i | i | i
CCOC(=O)C1(CCc2ccccc2)CCN(C(=O)C2CCOCC2)CC1 | -7.4 | i | i | i | i | 2.0 | i | 1.6 | i | i | i
N#Cc1c(N)nc2c(c1-c1cccc(O)c1)CCCCCC2 | -1.5 | i | i | i | i | -2.6 | i | -9.1 | i | i | i
CCOC(=O)C1CCN(C(=O)c2cc3c(=O)n4ccccc4nc3s2)CC1 | -1.6 | i | i | i | i | -54.8 | i | 2.5 | i | i | i
Cc1ccc2nsnc2c1S(=O)(=O)N(Cc1cc2cccc(C)c2[nH]c1=O)CC1CCCO1 (stereo not given) | -19.3 | i | i | i | i | -11.7 | i | 1.6 | i | i | i
CCOC(=O)Nc1nnc(Cc2ccc(Cl)c(Cl)c2)s1 | 0.2 | i | i | i | i | 4.8 | i | 1.3 | i | i | i
COc1ccc(S(=O)(=O)N[C@@H](C)C(=O)OCC(=O)Nc2cc3oc4ccccc4c3cc2OC)cc1 | -7.4 | i | i | i | i | 16.8 | i | 80.3* | i | i | i
NC(=O)c1cc2ccccc2oc1=NCc1ccccc1 | -3.9 | i | i | i | i | -6.0 | i | -4.5 | i | i | i
CN(C)S(=O)(=O)c1cc(C(=O)NCCCn2ccc3ccccc32)ccc1Cl | -11.6 | i | i | i | i | 3.6 | i | 3.1 | i | i | i
COc1ccccc1NS(=O)(=O)c1ccc(C)c(NS(=O)(=O)c2cc(C(=O)O)cc(C)c2C)c1 | -4.7 | i | i | i | i | 1.3 | i | 1.3 | i | i | i
COc1cc(C2C(C#N)=C(N)Oc3c2ccc2ccccc32)ccc1OCC(=O)Nc1cccc(C)c1 (stereo not given) | -2.5 | i | i | i | i | -4.0 | i | 18.2 | i | i | i
CCCCNC(=O)CC1SC(=NCC)N(CC)C1=O (stereo not given) | -6.3 | i | i | i | i | 2.1 | i | 4.4 | i | i | i
C=CCNC(=O)/C(C#N)=C/c1ccc(C)o1 | -11.5 | i | i | i | i | 3.3 | i | -6.5 | i | i | i
Nc1nnn(CC(=O)N/N=C/c2ccncc2)n1 | -11.8 | i | i | i | i | 1.0 | i | -17.5 | i | i | i
Cc1ccc(NC(=O)CSc2nnc(C3CC3)n2N)cc1S(=O)(=O)N1CCOCC1 | -11.4 | i | i | i | i | -4.2 | i | 24.3 | i | i | i
C/C(O)=c1/cnc2nc3ccccc3n2c1=O | -0.9 | i | i | i | i | -19.9 | i | 2.6 | i | i | i
C[C@H](NC(=O)c1nc[nH]c1C(=O)NCCCCCNC(=O)OC(C)(C)C)C(=O)OC(C)(C)C | -15.8 | i | i | i | i | 1.2 | i | 0.5 | i | i | i
O=P(Cc1cccc[n+]1[O-])(c1ccccc1)c1ccccc1 | -11.7 | i | i | i | i | -12.7 | i | -4.6 | i | i | i
CCC(C)n1[nH]c(=O)cc1N (stereo not given) | -11.4 | i | i | i | i | 8.3 | i | 6.0 | i | i | i
C/C(=N\NC(=O)c1cccc(F)c1)c1ccc(NC(=O)Cc2ccccc2)cc1 | -10.1 | i | i | i | i | -0.7 | i | · | i | i | i
COc1cc([C@@H]2c3cc4c(cc3[C@@H](NC3CCN(Cc5ccccc5)CC3)[C@H]3COC(=O)[C@H]23)OCO4)cc(OC)c1O | -8.1 | · | i | i | · | · | · | 8.3 | i | i | i
O=C(O)c1cccc(NC(=O)C2C3C=CC(C3)C2C(=O)OCC(F)(F)C(F)F)c1 (stereo not given) | -4.4 | i | i | i | i | -1.5 | i | 0.8 | i | i | i
Cc1nnc(N2CCc3ccccc3C2)[nH]c1=O | -1.0 | i | i | i | i | 5.3 | i | -2.8 | i | i | i
O=C(NCCc1ccccc1)c1cccc([N+](=O)[O-])c1 | -3.1 | i | i | i | i | 3.6 | i | -1.9 | i | i | i
O=C(c1ccco1)N1CCN(S(=O)(=O)c2cccc(C(F)(F)F)c2)CC1 | -12.2 | i | i | i | i | -11.2 | i | -1.0 | i | i | i
O=C(Nc1ccc(OCC(=O)N2CCOCC2)cc1)c1cncc(Br)c1 | -7.3 | i | i | i | i | 6.6 | i | -7.6 | i | i | i
COC(=O)c1cn(Cc2cccc(C)c2)nn1 | -4.3 | i | i | i | i | 4.1 | i | -2.5 | i | i | i
O=C(CSc1nnc2c(n1)[nH]c1ccccc12)N1CCCCC1 | -4.6 | i | i | i | i | -5.7 | i | 17.4 | i | i | i
CCc1ccc(OCCSc2nc3ccccc3n2CC(=O)O)cc1 | 1.7 | i | i | i | i | -7.7 | i | -5.8 | i | i | i
CCOC(=O)C(=O)Nc1ccccc1C(=O)Nc1ccc(OC)cc1 | -10.3 | i | i | i | i | -4.4 | i | -0.3 | i | i | i
Cc1cccc(-n2c(C)nc3sccc3c2=O)c1 | -11.8 | i | i | i | i | 0.0 | i | -9.9 | i | i | i
CSc1nc2n(n1)C(C)C1=C(CCCC1=O)N2 (stereo not given) | -13.4 | i | i | i | i | -3.7 | i | -11.9 | i | i | i
O=S(=O)(c1ccccc1)N(CC(O)Cn1c2ccccc2c2ccccc21)c1ccccc1 (stereo not given) | -12.6 | i | -11* | i | i | 0.6 | i | 42.8 | i | i | i
N#CCSc1nc2sc3c(c2c(=O)n1C1CCCCC1)CCCC3 | -2.5 | i | i | i | i | 6.3 | i | 20.9 | i | i | i
COc1ccc(C2NC(c3ccc(OC)cc3)C([N+](=O)[O-])C(C)(C)C2[N+](=O)[O-])cc1 (stereo not given) | -10.3 | i | i | i | i | 0.5 | i | 3.2 | i | i | i
CCOC(=O)C1CN(S(=O)(=O)c2ccc(OC)cc2)c2cc(Cl)ccc2O1 (stereo not given) | -3.7 | i | i | i | i | 3.2 | i | 25.1 | i | i | i
Cc1ccc(NC(=O)C2(c3ccccc3)CCOCC2)cc1 | -6.6 | i | i | i | i | 7.2 | i | -2.0 | i | i | i
CCOC(=O)C1=C(C)NC2=C(C(=O)CCC2)C1c1cc(OC)ccc1OC (stereo not given) | -7.0 | i | i | i | i | 0.0 | i | -3.1 | i | i | i
Cc1ccc(NC(=O)C2CCN(C(=O)c3ccccc3C)CC2)nc1 | -6.8 | i | i | i | i | 1.6 | i | -4.1 | i | i | i
Cc1ccc(OCC(=O)N/N=C/c2c[nH]c3ccccc23)c([N+](=O)[O-])c1 | 1.8 | i | i | i | i | 3.4 | i | -2.2 | i | i | i
CCCCN(CC)CCCNC(=O)c1cc2cc3ccc(C)cc3nc2o1 | -2.8 | i | i | i | i | -42.8 | i | -1.8 | i | i | i

Next entries
SMILES | hERG rescue | ANO1 activ | KCNK9 block | RGS4 act | ANO1 block | HDAC3 inhib | KCNK3 block | SKKanGAS inh | KCNQ1 block | KCNQ1 act | RGS4 block
O=C(C[n+]1cc(-c2ccccc2)n2c1CCC2)OCc1ccccc1 | -9.3 | i | i | i | i | -9.3 | i | -3.1 | i | i | i
CCNC(=O)CN(c1ccc(CC)cc1)S(C)(=O)=O | -16.5 | i | i | i | i | 4.2 | i | 1.8 | i | i | i
O=C(COC(=O)c1c(Cl)cccc1Cl)NC1CCCCC1 | -18.5 | i | i | i | i | 1.7 | i | 1.6 | i | i | i
CC(CC(=O)Nc1ccc(F)cc1)S(=O)(=O)c1ccc2c(c1)NC(=O)CO2 (stereo not given) | -11.3 | i | i | i | i | 0.7 | i | 0.2 | i | i | i
CC1=Nc2cc(C(=O)NCc3ccco3)ccc2Sc2ccc(C)cc21 | -12.0 | i | i | i | i | -9.2 | i | 7.1 | i | i | i
CCOc1ccc(S(=O)(=O)N2CCCCC2)c(C)c1C | -8.4 | i | i | i | · | · | i | 3.4 | i | i | i
CS(=O)(=O)N(CCc1ccccc1)CC(=O)NCc1ccc(Cl)cc1 | -2.2 | i | i | i | i | -6.8 | i | -0.9 | i | i | i
Cc1cnc(NC(=O)CSc2ccccc2)s1 | -7.7 | i | i | i | i | 1.6 | i | -0.7 | i | i | i
COC(=O)C(CC(=O)c1ccc(Cl)cc1)c1ccc(C(C)C)cc1 (stereo not given) | -13.7 | i | i | i | i | -3.4 | i | 12.9 | i | i | i
C#CCn1c(=NC(=O)CSCC(=O)N2CCOCC2)sc2ccccc21 | -2.1 | i | i | i | i | 4.3 | i | 2.9 | i | i | i

Filtered by structure: the entries above with a COOH group.
SMILES | hERG rescue | ANO1 activ | KCNK9 block | RGS4 act | ANO1 block | HDAC3 inhib | KCNK3 block | SKKanGAS inh | KCNQ1 block | KCNQ1 act | RGS4 block
COc1ccccc1NS(=O)(=O)c1ccc(C)c(NS(=O)(=O)c2cc(C(=O)O)cc(C)c2C)c1 | -4.7 | i | i | i | i | 1.3 | i | 1.3 | i | i | i
O=C(O)c1cccc(NC(=O)C2C3C=CC(C3)C2C(=O)OCC(F)(F)C(F)F)c1 (stereo not given) | -4.4 | i | i | i | i | -1.5 | i | 0.8 | i | i | i
CCc1ccc(OCCSc2nc3ccccc3n2CC(=O)O)cc1 | 1.7 | i | i | i | i | -7.7 | i | -5.8 | i | i | i
